# Screening data from PubChem BioAssay.
# NPC1 promoter act: activators of NPC1 promoter; Huh7 NPC1 promoter luciferase reporter, 24 h; Potency, µM (doses to about 9.22 µM), inactives show top-dose activation, actives largely listed as activators; hit rate 2.4% among 320,000;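 note: % of control where 0% means no effect; nearly all actives have a fitted effect of over 60% in size; reporter is driven by a mutant NPC1 promoter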
#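 Quantitative HTS used a cell-based reporter: Huh7 cells stably bearing the NPC1 promoter upstream of luciferase were treated with compounds for 24 h, and promoter activation was read as luminescence.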
# RORgamma inh: blocks mouse ROR gamma transcriptional activity; P51450; Drosophila S2 Gal4-RORgamma UAS-luciferase reporter, 20 h; Potency, µM (series often up to 53.6 µM), for the others: at the highest dose activity change, negative = inhibition, usual class: inhibitors; hit rate 5.4% among 310,000; AID 2551; note: % is set by controls: 0 for no effect and ±100 for the full control effect; nearly all actives have a fitted effect of over 60% in size
# Target sequence (P51450 whole entry, looked up, the tested form may be a part): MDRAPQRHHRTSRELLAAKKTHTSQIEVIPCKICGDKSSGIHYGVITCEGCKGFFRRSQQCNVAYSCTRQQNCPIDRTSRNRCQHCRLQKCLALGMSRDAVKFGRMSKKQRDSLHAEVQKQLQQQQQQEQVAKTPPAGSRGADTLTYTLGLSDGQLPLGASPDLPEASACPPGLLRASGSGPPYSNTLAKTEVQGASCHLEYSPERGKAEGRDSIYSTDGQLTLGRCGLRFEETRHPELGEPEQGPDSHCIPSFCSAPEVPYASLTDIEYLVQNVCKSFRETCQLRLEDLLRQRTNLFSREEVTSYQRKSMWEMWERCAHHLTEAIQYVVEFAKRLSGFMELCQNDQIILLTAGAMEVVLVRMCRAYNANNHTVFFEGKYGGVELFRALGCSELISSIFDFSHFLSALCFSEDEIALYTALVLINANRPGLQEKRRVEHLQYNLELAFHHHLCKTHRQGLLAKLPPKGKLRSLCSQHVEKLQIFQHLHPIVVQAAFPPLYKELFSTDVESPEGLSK
#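 Luminescence from a UAS-regulated Photinus luciferase reporter in stably transfected Drosophila Schneider cells is measured; decreased signal marks ROR gamma inhibition. Fusion expression is induced by 700 uM copper sulfate for 20 hr.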
# FLuc modulator: firefly luciferase modulation, counter-screen for miR-21 project. P08659. purified FLuc, Km substrates, luminescence inhibition. Potency, µM (top dose mostly 57.5 µM), without a hit: at the highest dose activity change, negative = inhibition, most hits filed as inhibitors. hit rate 6.9% among 360,000;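 note: plate controls were vehicle for no effect and reference inhibitor for full effect; nearly all actives have a fitted effect of over 55% in size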
# Target sequence (P08659 whole entry, looked up): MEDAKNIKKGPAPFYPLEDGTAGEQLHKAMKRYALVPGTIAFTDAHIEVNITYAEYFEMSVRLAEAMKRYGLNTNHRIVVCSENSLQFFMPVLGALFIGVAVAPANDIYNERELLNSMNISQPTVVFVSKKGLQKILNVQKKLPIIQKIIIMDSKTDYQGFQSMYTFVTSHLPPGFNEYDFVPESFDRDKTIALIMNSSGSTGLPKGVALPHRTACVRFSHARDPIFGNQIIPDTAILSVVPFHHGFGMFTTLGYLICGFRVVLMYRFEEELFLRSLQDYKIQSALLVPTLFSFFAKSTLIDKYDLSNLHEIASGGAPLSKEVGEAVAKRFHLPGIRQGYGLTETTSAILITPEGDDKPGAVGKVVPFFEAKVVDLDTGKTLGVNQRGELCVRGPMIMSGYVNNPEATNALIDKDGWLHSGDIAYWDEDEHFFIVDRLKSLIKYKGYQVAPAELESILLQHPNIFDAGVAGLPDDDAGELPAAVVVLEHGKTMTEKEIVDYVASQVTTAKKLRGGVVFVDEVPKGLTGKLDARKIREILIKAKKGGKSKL
#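 Purified P. pyralis luciferase (10nM final) with 10uM D-luciferin and 10uM ATP (Km levels) in 50mM Tris acetate pH 7.5, 10mM Mg acetate, 0.01% Tween-20, 0.05% BSA; qHTS 6-point titration, ~60 µM downward; luminescence read.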
# Rab9 promoter act: activates the Rab9 promoter; Huh7 Rab9 promoter-luciferase reporter, luminescence, 24 h; Potency, µM (highest dose often 9.22 µM), for inactives: at the highest dose activation, negative = inhibition, most hits filed as activators; hit rate 2.8% among 320,000; AID 485297; note: % of control where 0% means no effect; nearly all actives have a fitted effect of over 60% in size
#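 Using Huh7 cells stably transfected with Rab9 promoter–luciferase, compounds were incubated 24 h at 37 °C, 5% CO2; luciferase luminescence was read 10 min after reagent addition.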
# uPA surface inh: cell surface uPA generation inhibition; Potency, µM (doses to about 38.3 µM), inactives show at the highest dose activity change, negative = inhibition, most hits filed as inhibitors; AID 540303; hit rate 0.31% among 330,000; cell surface uPA generation assay, qHTS; active = well fitted inhibition curve with a large enough effect; inconclusive = small, poorly fitted or top-dose-only effect; inactive = no such curve, though single readings can be large or run the other way; tested in mouse RAW 264.7 cells; note: % is set by controls: 0 for no effect and ±100 for the full control effect; nearly all actives have a fitted effect of over 55% in size
# BRCA1 expr act: increases BRCA1 expression. MCF7-BRCA1-FFLuc reporter, luminescence, 48 h; response scale: scaled: vehicle 0%, 10 µM genistein 100%. Potency, µM (series often up to 46.1 µM), inactives show top-dose activation, actives largely listed as activators. hit rate 1.1% among 380,000. AID 624202; note: nearly all actives have a fitted effect of over 80% in size; some results filed as inactive show a strong effect at the top dose
#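 Compounds are tested at multiple concentrations on MCF7 BRCA1-luciferase reporter cells seeded at 2000 per well; after 48 h, a single luminescence end-point is taken and curves fitted to the normalized data.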
# Gal4-VP16 FLuc: Gal4-VP16 reporter inhibition counter-screen. hit rate 3.5% among 310,000. AID 2546. Potency, µM (highest dose often 53.6 µM), inactives show top-dose activity, negative = inhibition, hits mostly inhibitors. Drosophila S2 Gal4-VP16 UAS-luciferase, luminescence, 20 h;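 note: Gal4-VP16 expression switched on by copper sulfate through the metallothionein promoter; % is set by controls: 0 for no effect and ±100 for the full control effect; nearly all actives have a fitted effect of over 50% in size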
# p53 reactivator: mutant p53 re-activation in reporter cells | Potency, µM (top dose mostly 92.2 µM), inactives show top-dose activity change, positive = activation, actives largely listed as activators | hit rate 0.063% among 320,000 | H1299 p53-A138V BP100-luciferase reporter, luminescence, 24 h; note: % of control where 0% means no effect; nearly all actives have a fitted effect of over 45% in size
#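 p53-null H1299 cells stably carrying temperature-sensitive p53-A138V and a BP100-luciferase reporter were pinned with compounds (4-point, 1:5 series) and held 24 hrs at 37 deg C. Luminescence was read 10 min after detection reagent.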
# MBNL1-CUG inh: inhibitors of human MBNL1 binding to CUG repeat RNA | Q9NR56 | TR-FRET MBNL1-His/biotin-(CUG)12 binding, 665/545 ratio | AID 2675 | hit rate 0.036% among 280,000 | Potency, µM (titrated, usually from 57.5 µM), without a hit: at the top dose activity change, negative = inhibition, usual class: inhibitors; active = well fitted inhibition curve with a large enough effect in the signal ratio, with a control signal flat, not every such curve was filed as active; inconclusive = small, poorly fitted or top-dose-only effect, or effect the other way, or a change in a side signal; inactive = no such curve, though single readings can be large or run the other way; the % refers to the signal ratio; note: % is set by controls: 0 for no effect and ±100 for the full control effect
#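 TR-FRET readout: Ex 340 nm, 665/545 nm emission ratio, normalized to buffer-only (basal) and MBNL1-(CUG)12 controls. Complex of MBNL1-His with Biotin-(CUG)12, compounds 92 nM–58 uM, incubated 60 min at room temperature.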
# ELG1 genotoxic: genotoxicity induction in ELG1-luciferase HEK293T cells. Potency, µM (top dose mostly 46 µM), without a hit: at the top dose activity change, positive = activation, hits mostly activators. HEK293T ELG1-luciferase reporter, luminescence, 16 h. hit rate 1.3% among 330,000; note: % of control where 0% means no effect; nearly all actives have a fitted effect of over 60% in size
#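 Genotoxicity was scored as increased ELG1-luciferase reporter signal, measured by ONE-Glo luminescence (30 min, room temperature). Compound or vehicle exposure of the HEK293T reporter cells lasted 16 hr at 37°C.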
# Active calls of the source: *; ? = inconclusive; . = no result given; [ ] = dose if it differs, or a comment. Unless noted, calls come from the whole dose curve; as a rule, active = well fitted curve in the direction sought with a large enough effect; inconclusive = small, poorly fitted or top-dose-only effect, or another doubt; inactive = no such curve, though single readings can be large; an effect the other way counts as inactive or inconclusive. Potency is the fitted concentration of half-maximal effect. This is a random part of the collection. Share with any hit: about 13%.
SMILES,NPC1 promoter act,RORgamma inh,FLuc modulator,Rab9 promoter act,uPA surface inh,BRCA1 expr act,Gal4-VP16 FLuc,p53 reactivator,MBNL1-CUG inh,ELG1 genotoxic
Cn1ccc(C(=O)N/N=C/c2c[nH]c3ccccc23)n1,?,1%,15µM*,?,-1%,14%,21%,12%,?,?
CCCc1nc2sc3c(c2c(=O)n1NC(=O)CCCl)CCCC3,-11%,-38%,-20%,-8%,-10%,-54%,10%,0%,2%,-6%
O=C(NCCCN1CCCC1=O)c1ccccc1OCc1ccc(Cl)cc1Cl,.,.,.,.,-3%,-24%,.,-6%,.,7%
COc1cccc(CNC(=O)CCNC(=O)c2ccccc2OC)c1,-2%,6%,9%,1%,0%,6%,-2%,7%,-2%,0%
Cc1c(NC(=O)C2CC(c3c(F)cccc3Cl)=NO2)c(=O)n(-c2ccccc2)n1C (stereo not given),1%,25%,0%,-4%,8%,-22%,-6%,6%,-5%,0%
CCOc1ccc(S(=O)(=O)NC2CC2)cc1,-2%,7%,0%,0%,3%,11%,1%,-5%,0%,4%
Clc1ccccc1CONc1ncnc2nonc12,11%,?,0%,-2%,4%,10µM*,-5%,28%,?,3%
Cc1ccc(C)c(CSc2nc3ccncc3n2CC(=O)Nc2ccc(C)c(C)c2)c1,-3%,-31%,-9%,-10%,.,.,1%,4%,84%[activator],-2%
Cc1cc(C)n2nc(C(=O)OCC(=O)c3c[nH]c4ccccc34)nc2n1,0%,-3%,3%,1%,1%,-23%,-2%,0%,-8%,1%
O=C1N(Cc2cccc(Cl)c2)C[C@@H]2C[C@@H](c3c[nH]c4ccccc34)N3CCC[C@@]123,-2%,?,-18%,-3%,-2%,-29%,-5%,-1%,21%,-4%
O=c1[nH]c(=O)n(CCOc2ccc(Cl)cc2)cc1Br,-3%,3%,5%,0%,-3%,0%,-1%,-3%,3%,2%
CSc1n[nH]c(-c2ccc(C(F)(F)F)cc2)n1,?,10%,17µM*,?,-8%,84%,25%,5%,-1%,?
COc1ccc(-c2[nH]ncc2/C=N\NS(=O)(=O)c2ccc(Cl)cc2)cc1,1%,?,-15%,-8%,-1%,-12%,3%,-5%,-3%,-4%
COc1ccccc1-n1c(SCC(=O)O)nc2c(sc(=S)n2-c2ccc(Cl)c(C)c2)c1=O,-1%,0%,3%,9%,-2%,-23%,-5%,1%,14%,-1%
CCOc1cc(/C=N/NC(=O)Cc2ccc(C(F)(F)F)cc2[N+](=O)[O-])c(Br)cc1OC,1%,-23%,0%,0%,-4%,-16%,?,-6%,-2%,17%
Cc1[nH]c2ccccc2c1SCC(=O)Nc1nccs1,27%,-1%,24µM*,4.5µM*,-19%,80%,-7%,12%,-3%,11%
CCOC(=O)n1c(=O)n(Cc2ccc(OC)cc2)c2ccccc21,-11%,4%,-1%,-8%,-19%,-48%,10%,1%,-6%,4%
COc1ccc(NC(=O)CSCC(=O)N=c2sccn2C)cc1,1%,29%,4%,6%,-13%,-6%,-8%,-5%,-2%,6%
CCC1CCCCN1C(=O)c1ccc(OC)c(OC2CCN(C(C)C)CC2)c1 (stereo not given),-1%,-6%,0%,-3%,-4%,-30%,-7%,4%,-3%,2%
O=C(CNC(=O)c1ccccc1)Oc1ccc([N+](=O)[O-])cc1,2%,-2%,-5%,3%,0%,1%,7%,4%,19%,-10%
CN(C(=O)COC(=O)c1cccc(NS(=O)(=O)c2ccc(F)c(F)c2)c1)C1CCS(=O)(=O)C1 (stereo not given),-9%,10%,-12%,2%,-7%,-14%,14%,-1%,-5%,-3%
COc1ccc(S(=O)(=O)Nc2ccccn2)c(C)c1C,-1%,-1%,7%[2.3 µM],-1%,-2%,2%,-25%,4%,-1%,0%
Cc1ccc2c(COC(=O)C3=COCCO3)cc(=O)oc2c1,3.2µM*,4%,0.85µM*,0.79µM*,-2%,?,2%,.,18%,1.8µM*
O=C(NCC(=O)N(Cc1ccccc1)C(C(=O)NC1CCCCC1)c1ccco1)c1ccco1 (stereo not given),-2%,?,8%,-2%,8%,-11%,-23%,-5%,?,1%
COc1cccc(C(=O)OCn2nnc3ccccc3c2=O)c1OC,0%,-25%,-3%,0%,1%,10%,4%,2%,-10%,7%
Nc1nc(-c2ccc(Br)cc2)cs1,?,65%,19µM*,?,-1%,16µM*,1%,?,4%,?
Cn1nnnc1Sc1ncnc2scc(-c3cccc(F)c3)c12,-6%,.,0%,-3%,?,-17%,.,-28%,.,-12%
Cc1csc(NC(=O)C(NS(=O)(=O)c2ccc(Br)s2)c2ccccc2)n1 (stereo not given),-5%,13µM*,0%,-4%,5%,-8%,?,26%,0%,0%
O=C(CN(C(=O)c1ccco1)c1cccc(F)c1)NCc1ccc(F)cc1,3%,20%,0%,-5%,-1%,-10%,3%,2%,1%,-6%
CCOC(=O)C1CCN(C(=O)c2ccc(SC)cc2OC)CC1,0%,-7%,2%[2.3 µM],0%,-9%,25%,18%,-2%,2%,0%
O=C1CCCN1CCCNC(=S)Nc1ccccc1,0%,25%,0%,-5%,1%,-4%,-8%,9%,-14%,-2%
COn1c(SCC(N)=O)nc2ccccc2c1=O,0%,2%,1%,-1%,3%,11%,8%,0%,-4%,1%
O=C(COc1cccc(Cl)c1)Nc1nc(-c2ccc(S(=O)(=O)N3CCOCC3)cc2)cs1,-2%,22%,5%,-4%,8%,-39%,-10%,-9%,109%[activator],-5%
CCn1ccnc1CN(C)Cc1nc(CCC(C)C)no1,-5%,?,2%,2%,1%,0%,7%,17%,4%,1%
O=C1N[C@@H](Cc2ccccc2)COC(=O)[C@@H](Cc2ccc(F)cc2)CC/C=C/C[C@H]1CC(=O)N(CCO)Cc1ccccc1,.,.,.,.,?,-59%,.,4%,.,-9%
O=C(C[C@@H]1C/C=C\C[C@@H](Cc2ccc(F)cc2)C(=O)OC[C@@H]2CCCN2C1=O)N[C@H](CO)Cc1ccccc1,.,.,.,.,-7%,0%,.,-3%,.,-4%
COc1ccccc1C1CCN(c2cc(O)ccc2[N+](=O)[O-])CC1,1%,19%,-15%,-7%,-1%,-46%,-6%,2%,?,-3%
COc1cc2ccccc2cc1C(=O)NC(=S)Nc1ccc(C(=O)O)cc1,26%,-2%,?,?,-1%,3%,-16%,-4%,-5%,12%
Cc1nnsc1C(=O)N/N=C/c1ccc(OC(F)(F)F)cc1,-2%,-15%,-1%,1%,-3%,4%,27%,4%,-2%,4%
Cc1cc(NC(=O)c2ccc3c(c2)C(=O)N(Cc2cccnc2)C3=O)no1,6%,21%,-2%,0%,-5%,7%,-4%,-3%,?,-1%
CCOC(=O)[C@H]1[C@H]2COc3ccc(OC)cc3[C@@H]2N2C(=O)c3cc(OC)ccc3NC(=O)[C@@]12C,-1%,.,-1%,-1%,4%,-23%,.,4%,.,1%
O=C(CN(Cc1ccccc1)S(=O)(=O)c1ccccc1)N1CCOCC1,1%,-6%,9%,6%,-1%,6%[1.84 µM],-1%,3%,-5%,-2%
COc1ccc(N2CCN(C(=O)CSc3nc4[nH]ncc4c(=O)n3-c3cccc4ccccc34)CC2)cc1,-2%,?,4%,1%,.,-26%,-84%,3%,-1%,-17%
COc1ccc(OC(C)C(=O)N2CCc3ccccc3C2)cc1 (stereo not given),0%,2%,-1%,1%,-7%,-9%,12%,-1%,0%,1%
Cc1ccc(CSC2=NCCN2C(=O)C2CC2)cc1,1%,?,-11%,1%,1%,-4%,18%,-3%,1%,?
COc1ccccc1NS(=O)(=O)/C=C/c1ccccc1,-2%,9%,10%,-2%,0%,-16%,-1%,-3%,.,0%
CC(C)c1ccccc1NC(=S)NCc1ccncc1,-3%,-35%,1%,-4%,2%,-3%,-7%,-2%,3%,-2%
COC(=O)N/N=C\c1ccccc1OC/C=C/c1ccccc1,?,?,17µM*,29%,-1%,11µM*,18%,?,2%,?
CCCc1cc(C(=O)Cc2ccccn2)c(O)cc1O,0%,43%,0%,1%,-15%,-7%,0%,-2%,-2%,-2%
CCCn1nc(C(=O)OCC(=O)Nc2cccc(S(N)(=O)=O)c2)c2ccccc2c1=O,1%,22%,-1%,-1%,0%,0%,-4%,-3%,-4%,-1%
# Carrying on:
SMILES,NPC1 promoter act,RORgamma inh,FLuc modulator,Rab9 promoter act,uPA surface inh,BRCA1 expr act,Gal4-VP16 FLuc,p53 reactivator,MBNL1-CUG inh,ELG1 genotoxic
O=C(/C=C/c1cccnc1)c1cc(F)ccc1O,-3%,-4%,-8%,-7%,-17%,29%,?,0%,.,0%
CC1CCCC(NC(=O)Cc2ccc(Br)cc2)C1C (stereo not given),-1%,-44%,0%,-6%,-3%,1%,2%,15%,1%,-1%
CC(C)(C)c1ccc(C(=O)OCC(=O)NCc2ccco2)cc1,-3%,.,-5%,-8%,-12%,-2%,.,?,.,0%
COCCn1c(C)cc(C(=O)CSc2nnc(C)s2)c1C,.,0.71µM*,1.7µM*,.,-6%,-75%[inhibitor],1µM*,.,2%,.

# A few values from the list.
# FLuc modulator with O=C(CN(Cc1ccccc1)S(=O)(=O)c1ccccc1)N1CCOCC1 = 9%
# RORgamma inh with O=c1[nH]c(=O)n(CCOc2ccc(Cl)cc2)cc1Br = 3%
